Compound activity: PubChem, Broad Institute
BL2 CD40 inh – inhibitors of CD40-induced NF-kB signaling, primary screen, BL2 cells, luciferase reporter, single point; CD40L-induced, 4 h; AID 1053188, 2014; 83,000 compounds, 0.94% hits; inhibition, % at 10 µM;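 active = mean inhibition of at least 50% with a set share of replicates also reaching that level; inconclusive = no clear call, values can overlap the other calls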;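 also: 0% = neutral control wells and 100% = IKK inhibitor VII at 50 µM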
An asterisk follows results filed as active; ? = inconclusive; & = joins results of further samples; [ ] = another dose, or the depositor's remark. This is a subset; count on the stated rates, not on these rows.

BL2 CD40 inh	compound
6[25 µM]	O=C(C[C@H]1C[C@H]2c3cc(NC(=O)CC4CC4)ccc3O[C@H]2[C@H](CO)O1)NCC1CC1
18[25 µM]	Cc1nccn1CC1CCC2C(C1=O)c1ccccc1N2C (stereo not drawn)
-13[25 µM]	N#C[C@@H]1N[C@@H](CO)[C@H]1c1ccc(C#Cc2ccc(F)cc2)cc1
8	COc1ccc(S(=O)(=O)N(C)C[C@H]2OCc3ccccc3-c3ccccc3C(=O)N([C@@H](C)CO)C[C@H]2C)cc1
-7	CC1(c2ccccn2)Nc2ccccc2-c2nc3ccccc3n21 (stereo not drawn)
-4	COCC1CCCN(Cc2cn[nH]c2-c2cc3ccccc3o2)C1 (stereo not drawn)
13	CCN(CC)S(=O)(=O)c1ccc(C(=O)NCC(=O)NC2CC2)cc1
-6	O=C(NCCN1CCOCC1)c1ccc(CS(=O)(=O)Cc2ccccc2F)o1
2	CC1CCCCN1C(=O)Cn1c(=O)oc2cc(S(=O)(=O)N3CCCC3)ccc21 (stereo not drawn)
-61	CCOc1ccc(OCc2ccc(C(=O)Nc3cccnc3)o2)cc1
4	O=C(COC(=O)c1ccncc1)NC(=O)C1CCCCC1
1[25 µM]	C[C@@H](NC(=O)C[C@@H]1C=C[C@@H](NS(=O)(=O)c2cccc(F)c2)[C@@H](CO)O1)c1ccccc1
-10[25 µM]	CN(C)C(=O)c1cccc(-c2ccc([C@@H]3[C@@H](CO)N4C(=O)CN(C(=O)C5CCC5)C[C@@H]34)cc2)c1
7	CCOC(=O)C1CCN(C(=O)C(C)Sc2nnc3ccccn23)CC1 (stereo not drawn)
10[25 µM]	CN(C)C(=O)[C@H]1[C@H](CO)[C@H]2Cn3c(ccc(-c4ccccc4)c3=O)[C@H]2N1C(=O)c1ccccn1
-8[25 µM]	C/C=C/c1ccc([C@@H]2[C@@H](CO)N3C(=O)CN(C(=O)c4ccncc4)C[C@@H]23)cc1
1	CS(=O)(=O)Nc1ccc(C2=NN(C(=O)c3ccco3)C(c3ccc(F)cc3)C2)cc1 (stereo not drawn)
6	O=C(CNC(=O)c1ccccc1F)OCCCOC(=O)CNC(=O)c1ccccc1F
-7[25 µM]	COc1ccccc1CNC(=O)C[C@H]1C[C@@H]2c3cc(NS(=O)(=O)c4ccc(F)cc4)ccc3O[C@@H]2[C@H](CO)O1
2	CN1C(=O)c2cc(NC(=O)C3CC3)ccc2OC[C@@H]2O[C@H](CC(=O)NCC3CCCCC3)CC[C@H]21

(listing goes on)
BL2 CD40 inh	compound
17	COC(=O)c1c(NC(=O)COC(=O)c2ccccn2)sc(C)c1C
5	CCOc1nc(-c2ccccc2)ccc1-c1noc(COc2ccccc2)n1
5	COc1ccc(NC(=O)CNC(=O)C23CC4CC(CC(C4)C2)C3)c(OC)c1
6	CC(=O)Nc1ccc(C(=O)NNC(=O)c2csc(N3CCOCC3)n2)cc1
10	Cn1c(=O)[nH]c2sc3c(c2c1=O)CC(C)(C)OC3
?	N#C[C@@H]1[C@H](c2ccc(C#CC3CCCC3)cc2)[C@H](CO)N1C(=O)Cc1ccccn1
-9[25 µM]	N#C[C@H]1[C@H](c2ccccc2)[C@H](CO)N1S(=O)(=O)c1ccc(-c2ccccc2)cc1
-3	CN(C)CC(=O)N1CCc2ccccc2C1
-2[25 µM]	COc1ccc(S(=O)(=O)N(C)C[C@H]2OCc3cn(nn3)CCCC(=O)N([C@@H](C)CO)C[C@H]2C)cc1
-1[25 µM]	O=C(NCC[C@H]1CC[C@H](NS(=O)(=O)c2ccc(F)cc2)[C@H](CO)O1)c1ccc2c(c1)OCO2
-3	COc1cc2c(N3CCOCC3)cc(O)c(CC(=O)Nc3ccccc3)c2cc1OC
12[25 µM]	Cc1ccccc1-c1ccc([C@H]2[C@H]3CN(C(=O)Nc4cccc(F)c4)CC(=O)N3[C@H]2CO)cc1
-11	COC(=O)CNc1ccc2c(c1)OCO2
9	COC(=O)Nc1ccc2c(c1)N(C(=O)CCN1CCOCC1)c1ccccc1S2
15&25	C[n+]1c2n(c3ccccc31)N=C(c1ccccc1)CS2
1[25 µM]	O=S(=O)(c1cccs1)N1CCCCN2[C@H](C1)[C@H](c1ccc(C3=CCCC3)cc1)[C@@H]2CO
-16	Cc1ccc(NC(=O)CCN2C(=O)C3CC=CCC3C2=O)cc1Cl (stereo not drawn)
2	Cc1cccc(C)c1C(O)c1ncc(-c2cccc(C(F)(F)F)c2)[nH]1 (stereo not drawn)
2	CCc1noc(C)c1C(=O)N1CCN(S(=O)(=O)c2cccc(C(F)(F)F)c2)CC1
0	COc1ccccc1C(=O)NC(=O)COC(=O)CNC(=O)c1ccc(Cl)cc1Cl

New compounds follow
BL2 CD40 inh	compound
-1	O=C(c1ccc2c(c1)OCO2)N1C[C@H]2[C@@H](c3ccccc31)[C@@H](CO)N2Cc1ccc2c(c1)OCO2
16[25 µM]	COCCNC(=O)C[C@H]1CC[C@@H]2[C@@H](COc3ccc(NC(=O)Nc4cccc(F)c4)cc3C(=O)N2C)O1
4	CN(C)c1cccc2c(S(=O)(=O)NCc3ccc(S(N)(=O)=O)cc3)cccc12
16	CCN(CC)C1Oc2cc3c(cc2C(c2cccc(OC)c2O)C1C)OCO3 (stereo not drawn)
2[25 µM]	CCCNC(=O)N1CCC2(CC1)CN(Cc1ccccn1)[C@@H](CO)c1c2c2ccc(OC)cc2n1C
1	O=S(N1CCCCC1)C12CC3CC(CC(C3)C1)C2 (stereo not drawn)
-2	Cc1cccc(C)c1NC(=O)CN(C)C(=O)c1ccc(NS(=O)(=O)c2ccc3[nH]c(=O)[nH]c3c2)cc1
-7[25 µM]	COc1cccc(NC(=O)N[C@@H]2CC[C@H](CC(=O)N3CCN(C)CC3)O[C@@H]2CO)c1
1	Cc1ccc(S(=O)(=O)NCCC(=O)NCC(c2cccs2)N(C)C)cc1 (stereo not drawn)
2	O=C1NC(=O)C(=Cc2ccco2)S1
7	CCOC(=O)Cn1c(=O)oc2ccc(C)cc21
0	Nc1nc(NC(=O)Cc2ccccc2)nn1-c1ccccc1
12	CN(Cc1ccccc1)c1nc2c(c(=O)[nH]c(=O)n2C)n1CCOc1ccccc1
8	Cc1ccnc(SCC(=O)O)n1
3	O=C(CN1CCN(S(=O)(=O)c2ccccc2)CC1)Nc1ccccc1Cl
-77	CCOC(=O)CC1COCCN1C(=O)c1ccc2oc(Cc3ccccc3)nc2c1 (stereo not drawn)
11	N#Cc1ccc(-c2ccc(OCC(=O)NCCc3ccccc3)cc2)cc1
9	COc1ccc(CS(=O)(=O)CC(C)(O)c2ccccc2)cc1 (stereo not drawn)
-40	CCCSc1nsc(SCCC)c1C#N
8&3[25 µM]	N#Cc1ccc(-c2ccc(C3[C@@H]4CN(S(=O)(=O)c5ccc(F)cc5)C[C@H]3N4)cc2)cc1 (stereo partly drawn)

(continued)
BL2 CD40 inh	compound
6	O=C(CSc1nnc2ccc(-c3ccccn3)nn12)NCCc1ccccc1
6	COCc1cc(C)[nH]c(=O)c1C#N
-22	Cc1ccc(CSCC(=O)N2CCCC2)cc1
-4	CCCCCCCCC(=O)c1c(OC)oc(C=O)cc1=O
-9	CNC[C@H]1OCc2ccccc2-c2c(n(C)c3ccccc23)C(=O)N([C@H](C)CO)C[C@H]1C
8	CN(c1ccccc1)S(=O)(=O)c1cccc(C(=O)Nc2cccc(C(=O)NC3CC3)c2)c1
-1[25 µM]	C[C@H](CO)N1C[C@H](C)[C@H](CN(C)Cc2ccncc2)OCCCC[C@H](C)Oc2ccc(NC(=O)Cc3ccccc3)cc2C1=O
-1	COCCN(C(=O)COC(=O)c1c(C)nn(-c2ccccc2)c1C)c1c(N)n(Cc2ccccc2)c(=O)[nH]c1=O
8	c1ccc(-n2nnnc2-c2cnc(-c3cccnc3)nc2-c2cccs2)cc1
4	C/C(=N\OC(=O)c1ccc(Br)cc1)c1ccccn1
0[25 µM]	O=C(C[C@@H]1CC[C@@H]2[C@H](COC[C@@H](O)CN2S(=O)(=O)c2ccccc2)O1)NCC1CCCCC1
11	Cc1cccc(C)c1NC(=O)CN(C)C(=O)C1CCCCC1
5	COc1ccc(Cl)cc1NC(=S)NNC(=O)CC(C)C
11	COCC(C)NC(=O)c1cccc(Cl)c1 (stereo not drawn)
-8	COc1ccc2nc(NC(=O)CSCc3c(C)noc3C)sc2c1
1[25 µM]	CC(C)C#Cc1ccc([C@@H]2[C@@H](CO)N3C(=O)CN(C(=O)c4ccc5c(c4)OCO5)C[C@@H]23)cc1
5	Cc1ccc(F)cc1NC(=O)/C=C/c1ccc(S(=O)(=O)N2CCOCC2)cc1
1	Cc1cccc(NC(=S)N2CCC(C(N)=O)(N3CCCCC3)CC2)c1C
-1	Cc1ccc(N(C)S(=O)(=O)c2cccc(C(=O)NCC(c3ccco3)N3CCCC3)c2)cc1 (stereo not drawn)
-18[25 µM]	CN(C)C(=O)c1ccc(-c2ccc([C@H]3[C@@H](C#N)N(C(=O)C4CC4)[C@@H]3CO)cc2)cc1

Carrying on.
BL2 CD40 inh	compound
-1	Oc1ccc(-c2[nH]ncc2-c2nc3ccccc3s2)c(O)c1
6	COC(=O)c1scc(S(=O)(=O)C(C)(C)C)c1N
-2	CNc1nc(-c2c(C)n(C)c3ccc(OC)cc23)cs1
9	Cc1cc(N(CC(=O)O)S(C)(=O)=O)ccc1Br
-12	CC(=O)N1CCN(S(=O)(=O)c2cccc(C(=O)NCCc3ccc(Cl)cc3)c2)CC1
-27	C/C(CC(=O)Nc1ccccn1)=N\NC(=O)c1cccc(C)c1
4	CC1=NN(C(=O)COc2ccc(C)c(C)c2)C(O)(c2ccccc2)C1 (stereo not drawn)
4	COc1ccc(NC(=O)C(=O)NCCN2CCN(C(=O)c3ccco3)CC2)cc1
-7[25 µM]	CN(C)CC(=O)N[C@@H]1C=C[C@@H](CC(=O)NCc2ccc(Cl)cc2)O[C@@H]1CO
-24	O=C(Nc1ccc2c3c(cccc13)CC2)c1cccc([N+](=O)[O-])c1
4	Cc1nnc2ccc(-c3ccc(NS(=O)(=O)c4ccc(F)cc4F)cc3)nn12
-29	COc1ccc(C(C)=O)c2c(O)cccc12
3	CCn1cc(C(=O)OC)c(=O)c2cc(S(=O)(=O)N(C)C3CCCCC3)ccc21
-18	O=C(OCC(=O)N1CCCC1=O)c1ccc(Cl)cc1[N+](=O)[O-]
-13	O=C(Cc1ccc(S(=O)(=O)N2CCCC2)s1)N1CCOCC1
-4	CCc1cnc(N2[C@H](CO)[C@@H](c3ccc(C4=CCCC4)cc3)[C@@H]2C#N)s1
24	CC(C)N(CC(N)=O)C(=O)c1sc2cc(F)ccc2c1Cl
-17	O=C(NCc1ccccn1)NC12CC3CC(CC(C3)C1)C2
-23	N#C[C@@H]1N[C@@H](CO)[C@@H]1c1ccc(C2=CCCCC2)cc1
6	Cn1c(=O)c2c(nc3sccn32)n(C)c1=O

The list goes on:
BL2 CD40 inh	compound
12	COc1cc(Cl)cc(C2NC(=O)NC(C)=C2C(C)=O)c1OCC(=O)O (stereo not drawn)
1[25 µM]	COCC(=O)Nc1ccc2c(c1)C(=O)N(C)C[C@H](OC)[C@@H](C)CN(CCc1ccccc1)[C@H](C)CO2
12	Oc1c(Cl)cc(Oc2cc(Cl)c(O)c(CN3CCOCC3)c2)cc1CN1CCOCC1
-5[25 µM]	Cc1noc(C)c1S(=O)(=O)N(C)C[C@H]1OCc2ccccc2-c2ccccc2C(=O)N([C@@H](C)CO)C[C@@H]1C
6[25 µM]	O=C(NCc1ccc2c(c1)OCO2)[C@@H]1[C@@H](CO)[C@@H]2Cn3c(cccc3=O)[C@H]1N2Cc1cccnc1
-5	C[C@@H]1CN(C)C(=O)Cc2cc(N(C)C)ccc2O[C@@H]1CN(C)C
-3	Cc1cccc(C)c1NC(=O)NN1C(C)CCCC1C (stereo not drawn)
-2	COc1cc(NS(=O)(=O)N2CCCC2)cc(OC)c1OC
8	OC(CN1CCOCC1)Cn1cnc2ccccc21 (stereo not drawn)
7	CNC(=O)c1c(NC(=O)CS(=O)(=O)c2ccc(Cl)cc2)sc(C)c1C
-2	CCCCN(CC)C(=O)c1ccc2c(c1)OCO2
-1	CS(=O)(=O)N(Cc1ccccc1)c1ccc(C(=O)N2CCOCC2)cc1
-4	Cn1c(=NCC(O)COc2ccccc2)sc2ccccc21 (stereo not drawn)
10	CO/N=C/C1C(=O)NN=C1c1ccccc1 (stereo not drawn)
